Screening data from PubChem.
LYP phosphatase: inhibitors of LYP phosphatase, biochemical, fluorescence intensity, uHTS (AID 1779). recombinant LYP phosphatase, fluorescence intensity; higher % means a stronger effect. inhibition, % at 11.5 µM, or IC50 in µM where a hit was titrated. 290,000 compounds, 0.054% hits; in the data active = inhibition above about 50%;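 note: plate controls were vehicle with enzyme for no effect and no enzyme for full effect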
Siah-1 displacement: Siah-1 peptide-binding antagonists, primary screen, biochemical, fluorescence polarization, rhodamine-plectin, uHTS (AID 1817); E3 ubiquitin-protein ligase SIAH1 (Homo sapiens); Siah-1 / rhodamine-plectin peptide fluorescence polarization; higher % means a stronger effect; displacement, % at 20 µM, or IC50 in µM where a hit was titrated; 290,000 compounds, 0.02% hits;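 active = displacement of at least 50% at 20 µM, with a fluorescence ratio check between 0.3 and a set limit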;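 note: plate controls were Siah plus tracer with DMSO for no effect and tracer alone without Siah for full effect; strong numbers were not always called active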
HIV fusion peptide: inhibitors of HIV fusion peptide binding, primary screen, biochemical, uHTS, fluorescence dequenching (AID 1986); cell-free peptide binding, fluorescence dequenching, 30 min; higher % means a stronger effect; inhibition, % at 20 µM; hits with a dose series show IC50 in µM; 290,000 compounds, 0.3% hits; in the data active = inhibition mostly above about 52%, no sharp cut-off; inactive = mostly below about 76%; note: some results filed as inactive read as strong as hits
PhoP inhibition: inhibitors of PhoP regulon expression, primary screen, Salmonella Typhimurium, GFP reporter (AID 1863); S. Typhimurium PhoP-regulated promoter GFP reporter, 4 h; higher % means a stronger effect; 300,000 compounds, 0.16% hits; inhibition, % at 50 µM, or IC50 in µM where a hit was titrated;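 active = inhibition over 29.93%, a cutoff 3 SD above the screen mean, later confirmed by dose response; inconclusive = inhibition over 29.93% but no dose response follow-up; inactive = inhibition at most 29.93% or unconfirmed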;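 note: 0% = low Mg2+ inducing control and 100% = high Mg2+ repressing control; strong numbers were not always called active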
GPR35 arrestin U2OS: GPR35 antagonists blocking zaprinast-driven arrestin recruitment, primary screen, imaging, U2OS, beta-arrestin-GFP, zaprinast agonist (AID 2058); G-protein coupled receptor 35 (Homo sapiens); one-dose inhibition, % at 10 µM; IC50 in µM for titrated hits; 290,000 compounds, 0.052% hits; U2OS GPR35 beta-arrestin-GFP translocation imaging, zaprinast antagonism; higher % means a stronger effect;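 active = inhibition of at least 50% with at least 30 cells and total cytoplasm GFP at most 10,000,000; inconclusive = under 30 cells or total GFP of 10,000,000 plus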
NTR1 ag: agonists of NTR1, primary screen, imaging, U2OS cells, beta-arrestin-GFP, high content (AID 493036). NTR1-U2OS beta-arrestin-GFP spot imaging, agonist mode. 330,000 compounds, 0.17% hits. Neurotensin receptor type 1 (Homo sapiens), P30989. activation, % at 20 µM;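 active = activation at or above 40% of the spot to cytoplasm intensity ratio, with at least 20 cells analyzed; inconclusive = wells under 20 cells, flagged as cytotoxic or low count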;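 note: 0% = DMSO without peptide and 100% = 100 nM NTR1 peptide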
Target sequence (P30989 whole entry, looked up): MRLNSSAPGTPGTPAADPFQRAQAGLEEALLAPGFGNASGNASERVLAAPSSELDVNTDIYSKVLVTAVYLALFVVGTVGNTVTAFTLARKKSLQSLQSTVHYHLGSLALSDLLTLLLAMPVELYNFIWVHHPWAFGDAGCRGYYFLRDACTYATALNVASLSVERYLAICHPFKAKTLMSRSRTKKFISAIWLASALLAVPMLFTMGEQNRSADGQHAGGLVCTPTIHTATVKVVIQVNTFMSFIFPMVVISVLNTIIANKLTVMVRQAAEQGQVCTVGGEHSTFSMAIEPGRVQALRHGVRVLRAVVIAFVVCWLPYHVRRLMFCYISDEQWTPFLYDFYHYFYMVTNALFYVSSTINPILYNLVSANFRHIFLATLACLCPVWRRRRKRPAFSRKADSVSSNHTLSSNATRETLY
GPR55 antagonists: GPR55 antagonists blocking LPI-driven arrestin recruitment, primary screen, imaging, U2OS, beta-arrestin-GFP, LPI agonist (AID 2013); G-protein coupled receptor 55 (Homo sapiens); one-dose inhibition, % at 10 µM; IC50 in µM for titrated hits; 290,000 compounds, 0.13% hits; U2OS GPR55 beta-arrestin-GFP translocation imaging, LPI antagonism; higher % means a stronger effect;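 active = spots per cell inhibited over 60%, with over 100 cells counted and total cytoplasm intensity under 500,000; inconclusive = wells with under 100 cells, flagged as likely toxic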;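 note: U2OS cells stably carrying GPR55 and arrestin-GFP stimulated by 5 µM LPI near EC80; imaged beta-arrestin-GFP aggregate spots per cell after agonist stimulation; plate controls were LPI-stimulated DMSO wells for no effect and DMSO wells without LPI for full effect; some results filed as inactive read as strong as hits; confirmed hits need IC50 under 10 µM and bright autofluorescent wells are also inconclusive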
Myeloid diff 2: induction of myeloid progenitor differentiation, primary screen, cell-based, flow cytometry, MLPCN library. 360,000 compounds, 1% hits. ER-HoxA9 myeloid progenitors, lysozyme-GFP differentiation. calls only at 10 µM;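 active = normalized GFP-positive differentiation at or above the plate's own cutoff, the solvent-only control mean plus 3 SD; inconclusive = no clear call, values can overlap the other calls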;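 note: cells exposed to compound for four days before flow analysis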
MgcRacGAP inhibition: MgcRacGAP GTPase-activating activity inhibitors, confirmation, biochemical, ADP Hunter fluorescence. Rac GTPase-activating protein 1 (Homo sapiens). MgcRacGAP-stimulated Rac1 GTP hydrolysis, ADP Hunter fluorescence; higher % means a stronger effect; GST-tagged Rac1 F28L mutant substrate. one-dose inhibition, % at 30 µM; IC50 in µM for titrated hits. 340,000 compounds, 0.6% hits. AID 624330, 2012;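 active = first-screen hits whose inhibition reached a set limit at any dose in the follow-up dose series; inconclusive = inhibition above the set first-screen limit but never retested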;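 note: fluorescence reports GDP produced by GAP-driven GTP hydrolysis; strong numbers were not always called active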
NTR1 ag cell count 20 µM: further read-out of NTR1 ag, marked with its call; cell count; measured here: cell count, cytotoxicity flag
Myeloid diff 2 GFP+ MAC1+ %: further read-out of Myeloid diff 2, marked with its call; GFP+ MAC1+ double positive, %; measured here: differentiation confirmed by MAC1 staining
Starred values were filed as active, the others as inactive; i = inactive; ? = inconclusive; nt = not tested or not shown; & = joins results of further samples. Outcome played no part in choosing rows; about 2.4% have a hit in one of these screens.

SMILES | LYP phosphatase | Siah-1 displacement | HIV fusion peptide | PhoP inhibition | GPR35 arrestin U2OS | NTR1 ag | NTR1 ag cell count 20 µM | GPR55 antagonists | Myeloid diff 2 | Myeloid diff 2 GFP+ MAC1+ % | MgcRacGAP inhibition
COc1cc(C(O)c2nc3ccccc3s2)cc(OC)c1OC (centres undefined) | -2% | -2% | 2.4% | -3% | -8% | 3.1 | 75 | -17% | i | 0.6 | 3%
COc1cc(/C=C2/SC(N)=NC2=O)ccc1Oc1ccc([N+](=O)[O-])cc1[N+](=O)[O-] | -5% | 4% | -0.2% | -9% | 1% | 0.5 | 55 | 3% | i | 1.0 | 21%
Cc1ccc(C)c(S(=O)(=O)N2CCN(C(=O)c3ccc(C)s3)CC2)c1 | -4% | 4% | 1.2% | 6% | 8% | 0.8 | 55 | 17% | i | 1.6 | 8%
C#CCn1ccc(O)c(Cc2c(F)cccc2Cl)c1=O | -8% | -2% | 2.2% | 4% | -4% | -1.6 | 37 | 3% | i | 0.7 | 1%
COC(=O)C(Cc1ccc(O)cc1)NC(=O)c1ccc2c(c1)OCCO2 (centres undefined) | -5% | 1% | -0.9% | 4% | -4% | 0.4 | 60 | 1% | i | 1.3 | 10%
O=S(=O)(c1ccc(NCC2CCCCC2)nc1)N1CCOCC1 | 2% | 2% | -0.9% | -8% | 1% | -1.6 | 80 | 0% | i | 0.5 | -7%
CCOc1ccc2c(c1)c1nnc(SCC(=O)N3CCCCC3C)nc1n2C (centres undefined) | -8% | -1% | 2.0% | 10% | -16% | 2.4 | 82 | -6% | i | 0.7 | 12%
c1ccc2c(c1)nc(Nc1ccc(N3CCCCC3)cc1)c1nncn12 | 1% | -8% | -3.5% | 14% | 51% | 17 | 46 | 3% | i | 0.3 | 10%
NCC(O)CN(c1ccccc1)c1ccccc1 (centres undefined) | -7% | -1% | 0.3% | -2% | 13% | -0.3 | 33 | -16% | i | 0.4 | 6%
Cc1ncc(CN2CCCC(CCC(=O)NCc3ccc(F)c(F)c3)C2)s1 (centres undefined) | -6% | 1% | -0.9% | -2% | 13% | -0.2 | 37 | 1% | i | 0.2 | 0%
c1cc(-c2cc3cc(N4CCOCC4)ccc3o2)cs1 | nt | nt | nt | -11% | nt | 4.9 | 99 | nt | i | 1.1 | -8%
Cc1ccccc1OCCn1cc(C(=O)O)c2ccccc21 | -1% | 3% | 3.7% | 1% | -10% | -0.5 | 49 | 8% | i | 0.2 | 3%
O=C(O)C(Cc1ccccc1)N1C(=O)/C(=C/c2cccnc2)SC1=S (centres undefined) | -1% | 2% | 1.1% | -6% | -3% | 9.3 | 63 | -6% | i | 0.5 | 5%
COc1ccc(NC(=O)Cc2nnc(SCC(=O)NC3CCCCC3)n2C)cc1 | -9% | 12% | 0.7% | 3% | -2% | 0.0 | 50 | 1% | i | 0.3 | 7%
Cc1ccc(N(CC(=O)N2CCN(c3ccc(F)cc3)CC2)S(=O)(=O)c2c(C)noc2C)cc1 | -7% | 8% | 0.0% | -7% | 2% | 2.8 | 63 | 11% | i | 3.2 | 0%
CCCn1nnnc1SCC(=O)N1CCCc2ccccc21 | -4% | 0% | -1.4% | 4% | -10% | -0.4 | 90 | 5% | i | 0.4 | 2%
CC(C)(C)NCc1cc(Cl)ccc1OCc1ccccc1F | -3% | 8% | 1.2% | -12% | -12% | -1.7 | 72 | 19% | i | 0.2 | 4%
O=C(O)CCCNC1=NCCC1 | -7% | 7% | 1.7% | -8% | 0% | -0.3 | 35 | 11% | i | 0.7 | 5%
Cc1ccc(C2=NN(C(=O)CCC(=O)O)C(c3cn(-c4ccccc4)nc3-c3ccc(C)cc3)C2)cc1 (centres undefined) | 10% | 23% | 68% | -13% | -6% | 5.6 | 99 | 4% | i | 0.8 | 9%
O=C(COc1ccc([N+](=O)[O-])cc1Cl)N1CCOCC1 | -6% | 1% | 0.0% | -7% | 5% | -0.4 | 102 | 10% | i | 0.5 | -7%
COC(=O)CN1C(=O)C(O)(CC(=O)c2ccc(C)cc2)c2cc(Br)ccc21 (centres undefined) | 1% | 5% | 0.9% | 6% | -3% | 0.7 | 61 | -3% | i | 3.6 | 9%
CC(NC(=O)c1cc2sccc2n1C)c1ccc2c(c1)OCCO2 (centres undefined) | 0% | -2% | -4.3% | 6% | -2% | 0.2 | 57 | -2% | i | 5.7 | 16%
O=Cc1cnc(N2CCN(Cc3ccccc3)CC2)s1 | -4% | -6% | 0.2% | 1% | -8% | -0.2 | 20 | -14% | i | 0.2 | 9%
Cc1cc2cc(C#N)c(SCC(=O)Nc3nonc3C)nc2cc1C | -3% | 0% | -0.2% | 6% | -14% | -0.5 | 44 | 2% | nt | nt | 2%
COc1ccc(CCNCC(O)COc2cccc(Br)c2)cc1 (centres undefined) | -3% | -1% | -0.6% | 0% | -3% | 0.1 | 55 | -9% | i | 0.7 | -1%
CCOC(=O)/C(=C\c1ccc(Cl)cc1)c1nc2sc(C)c(C)c2c(=O)[nH]1 | 16% | 6% | 6.2% | 9% | -17% | 33 | 53 | 29% | i | 0.1 | 16%
O=C(O)Cc1n[nH]c(=O)c2ccccc12 | -4% | -4% | -0.8% | 5% | -2% | -0.4 | 75 | 6% | i | 0.5 | 1%
CCC(C)N(C(=O)Cn1c(Cl)nc2c1c(=O)n(C)c(=O)n2C)C1CCS(=O)(=O)C1 (centres undefined) | -2% | 5% | -0.5% | -3% | -9% | 0.5 | 58 | 17% | i | 1.1 | 5%
Cc1cc(Cl)ccc1C(=O)C1CCCN(C(=O)c2cc(C(C)C)no2)C1 (centres undefined) | 5% | -2% | 2.8% | nt | -11% | 4.6 | 60 | 6% | i | 0.1 | 6%
COc1ccc(OC)c(NC(=O)COC(=O)c2ccc(S(=O)(=O)N3CCOCC3)cc2)c1 | -3% | 4% | 1.0% | -2% | -6% | 1.7 | 45 | 10% | nt | nt | 8%
COc1ccccc1/C=C/C(=O)NCC(=O)N/N=C/c1ccc(C)o1 | -1% | -3% | -1.4% | -8% | 17% | 3.9 | 39 | 7% | i | 0.6 | 4%
COCCn1c(SCc2ccccc2F)nc2ccccc2c1=O | -4% | 11% | -1.3% | 6% | 5% | 2.9 | 62 | -3% | i | 0.1 | 9%
O=C(N/N=C/C=C\c1ccco1)c1cccnc1 | -1% | -3% | -1.8% | -5% | -13% | 1.8 | 54 | 14% | i | 0.6 | 27%
O=C(CSc1cn(CC(=O)N2CCCCC2)c2ccccc12)NCC1CCCO1 (centres undefined) | -2% | 2% | 0.8% | 6% | 14% | 0.3 | 64 | 3% | i | 0.1 | 12%
Cc1ccc(-c2c3c(=O)n(C)c(=O)n(C)c3cn2-c2ccccc2O)cc1 | -6% | -1% | 0.4% | 1% | 9% | -0.4 | 79 | -3% | i | 0.8 | 9%
Cc1cc(-c2csc3nc[nH]c(=S)c23)cc(C)c1C | 0% | 1% | -0.4% | -4% | 5% | 18 | 62 | 12% | i | 0.1 | 12%
O=C(Cn1cnnn1)Nc1ccccc1Cc1ccccc1 | nt | nt | nt | -1% | nt | -0.9 | 64 | nt | i | 0.9 | 8%
C=CCOC(=O)C1=C(C)NC(SCC(=O)NC(=O)OCC)=C(C#N)C1c1cccnc1 (centres undefined) | 2% | 6% | -2.5% | -5% | -3% | 1.4 | 75 | 3% | ? | 4.7 | 3%&7%
Cc1ccc(-c2nc3ccccc3c(=O)n2-c2c(C)n(C)n(-c3ccccc3)c2=O)cc1 | -2% | 4% | -0.6% | -15% | 10% | 2.0 | 55 | 4% | i | 0.9 | 4%
CCOC(=O)c1cn2cccnc2n1 | -10% | -2% | 1.4% | 1% | 5% | -0.6 | 75 | -5% | i | 1.6 | 13%
COCCN(C(=O)Nc1ccccc1OC)c1nc2ccccc2s1 | -3% | 4% | 0.0% | 1% | 6% | 1.3 | 55 | 4% | i | 0.3 | 7%
c1nc2sc3c(c2c2nnnn12)CCC3 | -4% | -1% | 1.6% | 9% | -6% | 3.3 | 74 | 4% | i | 2.0 | 9%
O=C1/C(=C/c2ccco2)SC(=S)N1c1cccnc1 | 8% | 16% | 67% | -13% | -7% | nt | nt | -15% | i | 0.1 | ?
O=S(=O)(NCc1ccccc1Cl)c1cccs1 | -5% | 6% | 3.5% | 3% | 9% | -0.8 | 50 | 7% | i | 0.2 | 3%
Cc1cc(=O)oc2c3c(cc(OCC(=O)NC(Cc4ccc(Cl)cc4)C(=O)O)c12)OC(C)(C)CC3 (centres undefined) | -14% | 1% | 12% | 9% | 5% | 15 | 92 | 7% | i | 3.3 | 6%
O=C1c2ccncc2C(=O)N1C1CCCCC1 | -12% | -1% | 2.1% | 9% | 10% | -1.0 | 81 | -3% | i | 2.0 | 3%
CCCCSc1nc(C)c(CC(=O)O)c(=O)[nH]1 | -7% | 10% | 0.6% | -1% | 10% | -0.8 | 41 | 9% | i | 0.9 | 11%
COc1ccc(CC(=O)Nc2cccc(C(=O)Nc3cccc(C)c3)c2)cc1 | -10% | 2% | 2.6% | 4% | 2% | -1.0 | 52 | 1% | nt | nt | nt
Cc1ccccc1-c1nnc2c3ccccc3c(C)nn12 | -3% | 5% | 0.1% | -4% | 10% | 4.6 | 38 | 1% | i | 0.4 | 13%
CCOc1ccc(C(=O)NC(C)C2COc3ccccc3O2)cc1 (centres undefined) | -9% | 2% | 0.8% | nt | -12% | 0.0 | 23 | 17% | i | 0.3 | 7%
Cc1cccc(-c2noc(CCc3ccccc3)n2)c1 | -8% | -2% | 0.9% | 8% | -10% | 2.4 | 68 | -4% | i | 1.3 | 2%
